Menin-MLL TR inh – qHTS Assay for Inhibitors Targeting the Menin-MLL Interaction in MLL Related Leukemias: Competition With Texas Red Labeled MLL-derived Mutant Peptide. Menin + Texas Red MLL mutant peptide, fluorescence polarization. Potency, µM (top dose mostly 61.6 µM), without a hit: at the top dose FP activity change, negative = inhibition, usual class: inhibitors. 270,000 tested, 0.23% active; active = well fitted inhibition curve with a large enough effect in the polarisation, with a control signal flat, not every such curve was filed as active; inconclusive = small, poorly fitted or top-dose-only effect, or effect the other way, or a change in a side signal; inactive = no such curve, though single readings can be large or run the other way; the % refers to the polarisation; also: potency is read from the fitted curve at half-maximal effect; % of control where 0% means no effect; many of its hits are not listed in these tables
Rab9 prom act – qHTS Assay for Rab9 Promoter Activators. Huh7 Rab9 promoter-luciferase reporter, luminescence, 24 h. Potency, µM (titrated, usually from 9.22 µM), for inactives: at the top dose activation, negative = inhibition, actives largely listed as activators. 320,000 tested, 2.8% active; also: potency is read from the fitted curve at half-maximal effect; % of control where 0% means no effect; nearly all actives have a fitted effect of over 60% in size
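Using Huh7 cells stably transfected with Rab9 promoter–luciferase, compounds were incubated 24 h at 37 °C, 5% CO2; luciferase luminescence was read 10 min after reagent addition.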
FLuc counter – qHTS profiling assay for firefly luciferase inhibitor/activator using purifed enzyme and Km concentrations of substrates (counterscreen for miR-21 project) | Luciferin 4-monooxygenase (Photinus pyralis), P08659 | purified FLuc, Km substrates, luminescence inhibition | Potency, µM (doses to about 57.5 µM), for inactives: at the highest dose activity change, negative = inhibition, actives largely listed as inhibitors | 360,000 tested, 6.9% active | AID 588342, 2011;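 also: potency is read from the fitted curve at half-maximal effect; plate controls were vehicle for no effect and reference inhibitor for full effect; nearly all actives have a fitted effect of over 55% in size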
Target sequence (P08659 whole entry, looked up): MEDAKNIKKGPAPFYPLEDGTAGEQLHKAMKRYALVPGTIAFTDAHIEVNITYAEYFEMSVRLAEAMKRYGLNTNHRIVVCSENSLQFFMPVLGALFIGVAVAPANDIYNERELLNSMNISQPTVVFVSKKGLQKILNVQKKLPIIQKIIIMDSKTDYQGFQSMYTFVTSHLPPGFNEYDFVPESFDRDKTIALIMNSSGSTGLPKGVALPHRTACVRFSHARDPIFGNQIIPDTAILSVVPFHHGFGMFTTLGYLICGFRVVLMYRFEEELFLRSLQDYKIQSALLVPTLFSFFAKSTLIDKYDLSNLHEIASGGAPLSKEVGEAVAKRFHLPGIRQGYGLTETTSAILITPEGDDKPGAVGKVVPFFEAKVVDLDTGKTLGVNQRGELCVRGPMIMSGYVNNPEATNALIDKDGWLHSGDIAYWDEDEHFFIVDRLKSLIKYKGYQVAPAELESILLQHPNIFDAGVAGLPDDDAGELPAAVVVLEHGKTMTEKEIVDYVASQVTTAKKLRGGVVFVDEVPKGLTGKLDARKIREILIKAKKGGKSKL
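Purified P. pyralis luciferase, 10 nM final, with Km-level 10 uM D-luciferin and 10 uM ATP in 50 mM Tris acetate pH 7.5, 10 mM Mg acetate, 0.01% Tween-20, 0.05% BSA; 6-point qHTS titration about 60 µM downward; luminescence read.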
Gal4-VP16 FLuc – VP16 counterscreen qHTS for inhibitors of ROR gamma transcriptional activity. Potency, µM (top dose mostly 53.6 µM), for the others: at the top dose activity, negative = inhibition, usual class: inhibitors. 310,000 tested, 3.5% active. Drosophila S2 Gal4-VP16 UAS-luciferase, luminescence, 20 h;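 also: Gal4-VP16 expression switched on by copper sulfate through the metallothionein promoter; potency is read from the fitted curve at half-maximal effect; % is scaled to controls: 0 for no effect and ±100 for the full control effect; nearly all actives have a fitted effect of over 50% in size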
ELG1 genotoxic – qHTS screen for small molecules that induce genotoxicity in human embryonic kidney (HEK293T) cells expressing luciferase-tagged ELG1 | HEK293T ELG1-luciferase reporter, luminescence, 16 h | Potency, µM (highest dose often 46 µM), for the others: at the highest dose activity change, positive = activation, usual class: activators | 330,000 tested, 1.3% active; also: potency is read from the fitted curve at half-maximal effect; % of control where 0% means no effect; nearly all actives have a fitted effect of over 60% in size
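Genotoxicity was scored as increased ELG1-luciferase reporter signal, measured by ONE-Glo luminescence (30 min, room temperature). Compound or vehicle exposure of the HEK293T reporter cells lasted 16 hr at 37°C.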
NPC1 promoter act – qHTS Assay for NPC1 Promoter Activators; Huh7 NPC1 promoter luciferase reporter, 24 h; Potency, µM (top dose mostly 9.22 µM), for inactives: top-dose activation, hits mostly activators; AID 485313, 2010; 320,000 tested, 2.4% active;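 also: potency is read from the fitted curve at half-maximal effect; % of control where 0% means no effect; nearly all actives have a fitted effect of over 60% in size; reporter is driven by a mutant NPC1 promoter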
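Huh7 cells stably carrying NPC1 promoter–luciferase, plated in Opti-MEM with 10% FBS for 2 h, were exposed to compound in DMSO for 24 h at 37 °C; luciferase reagent was added for 10 min and luminescence read.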
Giardia killer – Small Molecules that selectively kill Giardia lamblia: qHTS; activity change, % at 7.66 µM, hits read low; Giardia lamblia trophozoite viability; 340,000 tested, 0.15% active; in the data active = activity change below about -80%; inconclusive = between about -30% and that limit;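 also: parasites exposed to compound for two days anaerobically before the ATP read; % is scaled to controls: 0 for no effect and ±100 for the full control effect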
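Media and compound were dispensed first, then trophozoites at 100 cells/well; plates sat 48 hrs at 37 deg C without oxygen before ATP luminescence reagent was added and read after 15-30 min at room temperature.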
PKM2 activator – qHTS Assay for Activators of Human Muscle isoform 2 Pyruvate Kinase | Pyruvate kinase PKM (Homo sapiens), P14618 | purified PKM2, Kinase-Glo ATP luminescence, activation; response scale: 0% is enzyme alone, no compound | Potency, µM (series often up to 57.5 µM), without a hit: at the highest dose activation, actives largely listed as activators | 260,000 tested, 0.34% active; also: potency is read from the fitted curve at half-maximal effect; % is scaled to controls: 0 for no effect and ±100 for the full control effect; nearly all actives have a fitted effect of over 55% in size
Target sequence (P14618 whole entry, looked up, canonical isoform): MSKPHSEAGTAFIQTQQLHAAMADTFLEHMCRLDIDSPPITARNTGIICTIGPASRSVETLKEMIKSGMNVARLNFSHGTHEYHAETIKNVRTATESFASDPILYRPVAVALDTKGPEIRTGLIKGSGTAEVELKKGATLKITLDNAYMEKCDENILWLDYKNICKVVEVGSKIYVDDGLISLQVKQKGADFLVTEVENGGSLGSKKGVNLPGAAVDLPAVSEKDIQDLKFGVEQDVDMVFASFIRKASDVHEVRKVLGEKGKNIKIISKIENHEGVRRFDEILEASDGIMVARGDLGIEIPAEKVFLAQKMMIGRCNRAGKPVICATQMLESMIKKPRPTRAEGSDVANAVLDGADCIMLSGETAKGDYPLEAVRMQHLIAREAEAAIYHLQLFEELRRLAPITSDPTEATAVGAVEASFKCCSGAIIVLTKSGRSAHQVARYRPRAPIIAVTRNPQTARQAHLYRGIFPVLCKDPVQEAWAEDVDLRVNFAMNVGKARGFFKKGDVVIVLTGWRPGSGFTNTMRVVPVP
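hPK-M2, >95% pure; 0.1 mM ADP / 0.5 mM PEP final; imidazole pH7.2 buffer w/ 7 mM MgCl2, 50 mM KCl; 1 h RT; Kinase-Glo lum. Intermediate enzyme activity for dual inhibitor/activator qHTS.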
BRCA1 expr up – qHTS Assay to Identify Small Molecule Activators of BRCA1 Expression | MCF7-BRCA1-FFLuc reporter, luminescence, 48 h; response scale: scaled: vehicle 0%, 10 µM genistein 100% | AID 624202, 2012 | 380,000 tested, 1.1% active | Potency, µM (doses to about 46.1 µM), inactives show at the highest dose activation, actives largely listed as activators; also: potency is read from the fitted curve at half-maximal effect; nearly all actives have a fitted effect of over 80% in size; some results filed as inactive show a strong effect at the top dose
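Luminescence from a BRCA1-driven firefly luciferase in MCF7 cells was read after 48 h compound exposure at 37 C. Data normalized against DMSO and a 10microM genistein activation control, then curve-fitted across the titration.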
RORgamma inh – qHTS for inhibitors of ROR gamma transcriptional activity; Nuclear receptor ROR-gamma (Mus musculus), P51450; Drosophila S2 Gal4-RORgamma UAS-luciferase reporter, 20 h; Potency, µM (top dose mostly 53.6 µM), for the others: top-dose activity change, negative = inhibition, hits mostly inhibitors; 310,000 tested, 5.4% active; AID 2551, 2010; also: potency is read from the fitted curve at half-maximal effect; % is scaled to controls: 0 for no effect and ±100 for the full control effect; nearly all actives have a fitted effect of over 60% in size
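Luciferase reporter read in Schneider cells carrying Gal4-RORγ (mouse) and UAS-Photinus luciferase; cells given compound 1 h before 700 uM copper sulfate induction, then incubated 20 h at ambient temperature.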
p53 reactivator – qHTS assay for re-activators of p53 using a Luc reporter | H1299 p53-A138V BP100-luciferase reporter, luminescence, 24 h | Potency, µM (doses to about 92.2 µM), inactives show top-dose activity change, positive = activation, hits mostly activators | 320,000 tested, 0.063% active | AID 504706, 2011; also: potency is read from the fitted curve at half-maximal effect; % of control where 0% means no effect; nearly all actives have a fitted effect of over 45% in size
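H1299 (p53-null), stable ts p53-A138V + BP100-Luc; 1000 cells/well, Opti-MEM/10% FBS; cpd 4 pt, 1:5; 24 h, 37 deg C, 5% CO2; detection reagent 10 min RT; luminescence.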
Active calls of the source: *; u = inconclusive; x = not tested or not shown; & = joins results of further samples; [ ] = remark or other dose. Unless noted, calls follow the shape of the dose curve; as a rule, active = well fitted curve in the direction sought with a large enough effect; inconclusive = small, poorly fitted or top-dose-only effect, or another doubt; inactive = no such curve, though single readings can be large; an effect the other way counts as inactive or inconclusive. An excerpt. The share of hits here may be higher or lower than overall.

#	Compound	Menin-MLL TR inh	Rab9 prom act	FLuc counter	Gal4-VP16 FLuc	ELG1 genotoxic	NPC1 promoter act	Giardia killer	PKM2 activator	BRCA1 expr up	RORgamma inh	p53 reactivator
1	O=C(O)Cn1cc(C(=O)C(F)(F)F)c2ccccc21	-2%	2%	2%	6%	-1%	-5%	5	1%	7%	-1%	1%
2	CCCc1cc(=S)n2c([nH]c3ccccc32)c1C#N	x	-7%	19µM*	-25%	-6%	8%	-11	-7%	-11%	-26%	15%
3	CC1Cc2ccccc2N1C(=O)CSc1nccc(=O)[nH]1 (stereo not drawn)	7%	-1%	-3%	20%	1%	-11%	-6	-5%	-1%	8%	1%
4	CC(=O)N1CC[n+]2c(-c3ccc([N+](=O)[O-])cc3)csc21	x	-2%	u	-6%	-1%	4%	-21	-22%	-18%	-27%	8%
5	COc1cc(OC)cc(C(=O)Nc2ccc(S(=O)(=O)Nc3nc(C)cc(C)n3)cc2)c1	-14%	-10%	u	1%	7%	3%	-9	-2%	-3%	-1%	-5%
6	O=C(NCCN1CCN(c2cccc(Cl)c2)CC1)Nc1ccccc1	8%	-6%	-2%&-8%	-1%	-7%	0%	1	x	7%&6%	13%	-3%
7	Cc1ccc(-c2csc(N3CCN(c4cc5c(cc4Cl)nc(-c4ccncc4)n5CCN4CCCCC4)CC3)n2)cc1	8%	4%	0%	-25%	-5%	-6%	4	1%	-18%	8.9µM*	4%
8	Cc1cc(NC(=O)c2sccc2C)n(-c2nc3ccccc3[nH]2)n1	u	-5%	u	3.5µM*	-13%	-5%	8	4%	-86%[inhibitor]	1µM*	11%
9	COc1ccc2nc(NCc3ccccc3)[nH]c2c1	-12%	u	15µM*	12%	u	17%	-1	3%	-31%	31%	x
10	COc1ccc(CC(NC(C)=O)C(=O)NC2CCN(C(=O)NCc3ccccc3)CC2)cc1 (stereo not drawn)	-5%	4%	-6%	6%	8%	7%	6	-1%	2%	38%	3%
11	Cc1cc(C)c(C(=O)NC2CC(C)(C)Cc3c2cnn3-c2ccccc2)o1 (stereo not drawn)	x	-1%	1%	-9%	-3%	-5%	2	x	-20%	-2%	-1%
12	CCOc1ccc2ccccc2c1CNCCc1ccc(S(N)(=O)=O)cc1	2%	0%	-1%	0%	-5%	2%	34[activator]	-1%	1%	64%	x
13	CCc1ccc(S(=O)(=O)Nc2c(NC3CCCCC3)c3ccccc3oc2=O)cc1	x	-2%	7%	-29%	-5%	-4%	12	x	-25%	-9%	-1%
14	CCC(=O)Nc1nnc(CCc2ccccc2)s1	-20%	11%	-7%	-11%	8%	-1%	0	4%	16%	40%	5%
15	CC12CCC(=O)N1C(C(=O)NCc1ccccc1F)CS2 (stereo not drawn)	x	-3%	2%	x	4%	0%	-3	x	-1%	x	-4%
16	CC1=NN(C(N)=S)C(=O)C1N=Nc1c(Cl)cc([N+](=O)[O-])cc1Cl (stereo not drawn)	u	u	13µM*	1.6µM*	9%	u	-4	-19%	72%	0.35µM*	x
17	CSc1nc(Oc2ccccc2)c2sccc2n1	-1%	1%	-3%	-21%	-1%	0%	5	1%	1%	u	1%
18	Cc1ccc2c(CN3CCCCC3C)cc(=O)oc2c1C (stereo not drawn)	u	1%	-9%	7%	7%	2%	-16	x	10%	-7%	0%
19	O=C(NCC(=O)N(c1cccnc1)C(C(=O)NC1CCCC1)c1ccccc1F)c1ccco1 (stereo not drawn)	x	4%	2%	-11%	13%	-7%	-16	x	-11%	2%	2%
20	Cn1c(C2=C(O)CN(Cc3ccccc3)C2=N)nc2ccccc21	x	22%	u	-7%	u	23%	-14	3%	80%	-11%	6%
21	O=C(CSc1nnc(CN2CCCC2)n1-c1ccc(F)cc1)c1ccc2c(c1)OCO2	x	-5%	3%	x	-3%	2%	-3	x	-5%	x	0%
22	Cc1ccc(OCC(=O)NC(=S)Nc2ccc(Br)c(C)n2)cc1	-26%	-3%	1%	-11%	1%	0%	9	-1%	-2%	2.5µM*	-17%
23	CC1(C(=O)N2CCN(c3ccc([N+](=O)[O-])cc3)CC2)CC1(Cl)Cl (stereo not drawn)	-1%	-4%	4%	12%	-9%	-2%	-22	-1%	-3%	u	x
24	CC(C)CN(CC(C)C)CC(O)COc1ccccc1Br (stereo not drawn)	u	0%	4%	-3%	-5%	-8%	-19	8%	-11%	12%	2%
25	COc1cccc(CNC(=O)CCC2CCCN(C(=O)C3=CC(=O)CC(C)(C)O3)C2)c1 (stereo not drawn)	-14%	-4%	-2%	-5%	-3%	-3%	-6	3%	-1%	11%	-2%
26	CCOC(=O)C1(CCc2ccccc2)CCN(Cc2cc(OC)c(OC)cc2OC)CC1	u	-4%	0%	-9%	-7%	0%	-5	-6%	-20%	u	5%
27	O=C(Nc1ccc(Cl)cc1)c1ccc2c(c1)OCO2	u	u	1.3µM*	-17%	u	0.4µM*	2	-1%	u	-34%	u
28	O=C(NCCCN1CCC(Cc2ccccc2)CC1)C1CC(=O)N(C2CCCC2)C1 (stereo not drawn)	-26%	-5%	0%	3%	-9%	-2%	-4	7%	0%	u	-2%
29	CCc1cc2c3c(c1)C(C)CC(C)(C)N3C(=O)C2=O (stereo not drawn)	-15%	-1%	3%	-1%	-2%	-6%	6	4%	-12%	3%	0%
30	Cc1ccccc1OCCNc1cc(N2CCNCC2)ccc1[N+](=O)[O-]	21%	-2%	-18%	0%	5%	-5%	x	-2%	x	4%	5%
31	COc1ccc(/C=C2\SC(=O)N(CCC(=O)N3CCCCC3CCO)C2=O)cc1 (stereo not drawn)	x	-1%	9.5µM*	-16%	-2%	-4%	1	x	26%	-22%	12%
32	CSc1nc(Cl)c(Cc2ccc(OC(C)C)cc2)c(N2CCOCC2)n1	-17%	-17%	4%	-1%	-3%	0%	-1	-3%	0%	-2%	4%
33	CCn1c(SCc2nc3ccccc3nc2C)nnc1-c1cccs1	8%	-1%	5%	0%	-1%	1%	20	0%	-4%	24%	4%
34	COC(CSc1nc(N)c2c3c(sc2n1)CN(C)CC3)OC	x	u	-17%	0%	-14%	u	12	x	48%	-12%	u
35	CCN1CCN(c2nc(-c3cccs3)nc3ccccc23)CC1	-22%	-7%	1%	-7%	0%	-3%	12	5%	-21%	-1%	-10%
36	CCCc1[nH]nc2c1C(c1ccc(OC(=O)N3CCOCC3)c(OC)c1)C(C#N)=C(N)O2 (stereo not drawn)	-3%	3%	1%	-15%	-6%	-3%	-8	-3%	0%	-27%	-3%
37	Cc1ccc(-c2nn(-c3ccc(F)cc3)cc2C(=O)N(C)CC(=O)Nc2ccc(N3CCOCC3)cc2)cc1	x	-1%	-6%	x	3%	-2%	-8	x	2%	x	7%
38	Cc1ccc(C(=O)/C=C/c2ccco2)c(O)c1	15%	0%	9.5µM*	1%	u	-2%	-6	13%	18%	-3%	u
39	CNC(=S)Nc1ccc(C23CC4CC(CC(C4)C2)C3)cc1	-10%	11%	u	1.3µM*	-1%	0%	1	2%	36%	1.6µM*	u
40	Cc1ccc(S(=O)(=O)N/N=C\c2cn(CC(N)=O)c3ccccc23)cc1	-4%	-3%	u	12%	-8%	0%	-1	6%	-16%	u	5%
41	COc1ccccc1OCC(=O)Nn1c(=S)[nH]c2ncccc2c1=O	-11%	1%	4%	6%	-1%	2%	4	2%	0%	-4%	-17%
42	CCOc1ccc(CN(C)C(=O)c2cc(S(=O)(=O)N3CCCC3)ccc2C)cc1	x	-7%	x	x	-4%	-3%	-1	x	-10%	x	-3%
43	CCn1c(COc2cccc(C)c2)nnc1SCC(=O)NC1CCCC1	-27%	3%	-2%	-1%	-3%	2%	-14	2%	4%	19%	5%
44	COc1ccc(CN2CCN(c3ccccc3OC)CC2)cc1OC	-10%	-4%	4%	1%	-5%	-5%	7	-3%	-1%	-14%	-3%
45	O=C(COC(=O)C12CC3CC(CC(O)(C3)C1)C2)N1CCN(S(=O)(=O)c2ccc(Cl)cc2)CC1	-4%	-7%	-2%	11%	-6%	-4%	-1	2%	-22%	15%	4%
46	Cc1cc(C)n(-c2ccc(C(=O)NCC(c3ccco3)N3CCCC3)cc2)n1 (stereo not drawn)	x	12%	-1%	x	1%	-1%	4	x	-18%	x	-13%

Screening data as filed in PubChem BioAssay.
